Screening data deposited in PubChem by several laboratories.
CAL PDZ FP-1: CAL PDZ peptide-binding inhibitors, primary screen, biochemical, fluorescence polarization, Cer-tagged CAL PDZ, HTS; Golgi-associated PDZ and coiled-coil motif-containing protein (Homo sapiens), Q9HD26; AID 504414, 2011; inhibition, % at 20 µM; purified CAL PDZ, TMR-peptide fluorescence polarization, 1 h; hit rate 0.02% among 330,000;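 active means highest replicate inhibition of at least 40%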;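 further: plate controls were DMSO neutral control wells for no effect and unlabeled competitor peptide control wells for full effect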
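Control set: unlabelled peptide and DMSO controls / Material: purified CerCALP PDZ construct / Timing: 1 h incubation at room temperature before polarization reading / Doses: 20 µM, one dose / Detection: fluorescence polarization (mP)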
DAGLB inhibitor: DAGLB lipase inhibitors, primary screen, biochemical, fluorescence, HTS. Diacylglycerol lipase-beta (Homo sapiens), Q8NCG7. HEK293T DAGLB membrane lysate, EnzChek fluorogenic substrate. inhibition, % at 5.17 µM. hit rate 0.059% among 340,000. AID 504411, 2011; in the data active means inhibition above about 34%;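 further: 0% = enzyme with vehicle and 100% = wells lacking enzyme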
Pemphigus Ab inh: inhibitors of pemphigus antibody binding to DSG3, primary screen, biochemical, bead-based, flow cytometry, scFv-GFP. AID 588358, 2011. DSG3-coupled beads, scFv-anti-DSG3-GFP binding; hits give low values. binding (percent of control), % at 10 µM. hit rate 0.48% among 310,000;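 active means binding more than 3 SD below its plate's average and above zero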;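 further: hits lower antibody fragment binding to DSG3; some compounds called inactive have numbers as strong as hits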
Target sequence (P32926 whole entry, looked up, the tested form may be a part): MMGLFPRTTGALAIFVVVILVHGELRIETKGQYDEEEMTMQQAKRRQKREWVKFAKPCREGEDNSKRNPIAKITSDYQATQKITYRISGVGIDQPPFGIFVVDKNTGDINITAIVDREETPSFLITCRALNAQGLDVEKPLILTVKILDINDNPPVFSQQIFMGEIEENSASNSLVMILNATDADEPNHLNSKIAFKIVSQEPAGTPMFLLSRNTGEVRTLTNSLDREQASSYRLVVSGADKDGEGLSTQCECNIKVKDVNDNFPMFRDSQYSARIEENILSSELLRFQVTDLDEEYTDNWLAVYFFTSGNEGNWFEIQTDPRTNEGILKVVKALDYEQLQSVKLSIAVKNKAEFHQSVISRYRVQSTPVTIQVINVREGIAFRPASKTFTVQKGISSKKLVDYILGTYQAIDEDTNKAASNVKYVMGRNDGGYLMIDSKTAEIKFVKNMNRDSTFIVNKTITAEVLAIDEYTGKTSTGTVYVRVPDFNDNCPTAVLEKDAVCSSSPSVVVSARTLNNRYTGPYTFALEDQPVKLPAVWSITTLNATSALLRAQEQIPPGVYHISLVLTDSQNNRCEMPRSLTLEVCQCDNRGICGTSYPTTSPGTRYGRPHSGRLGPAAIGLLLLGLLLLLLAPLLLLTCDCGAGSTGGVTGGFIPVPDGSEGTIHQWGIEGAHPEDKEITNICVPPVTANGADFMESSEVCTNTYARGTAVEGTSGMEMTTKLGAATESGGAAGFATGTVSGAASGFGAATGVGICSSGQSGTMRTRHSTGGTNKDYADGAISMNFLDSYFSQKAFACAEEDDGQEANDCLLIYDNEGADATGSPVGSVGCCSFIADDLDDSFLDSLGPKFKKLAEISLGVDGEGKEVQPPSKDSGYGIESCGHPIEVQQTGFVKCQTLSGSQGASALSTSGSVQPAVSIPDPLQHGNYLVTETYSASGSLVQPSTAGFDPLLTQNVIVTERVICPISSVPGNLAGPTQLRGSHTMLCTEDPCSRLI
Arrestin-AP2 inh: inhibitors of beta-arrestin/AP2 binding, primary screen, biochemical, GPCR trafficking, flow cytometry | beta-arrestin 1 C-terminal peptide binding to AP2 beta2-adaptin appendage (human) | FITC-arrestin peptide / GST-AP2 beads; AP2 beta2 appendage carries R879A mutation | inhibition, % at 10 µM | hit rate 0.31% among 340,000 | AID 504490, 2011;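 active means inhibition above a set limit, near 3 SD of compounds lacking own fluorescence, cut at about 54% in these data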;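 further: plate controls were DMSO wells for no effect and 5 µM unlabelled arrestin peptide for full effect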
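Assay system: GST-AP2 R879A bound to glutathione beads, E. coli-expressed; Medium: PBS with 0.05% Tween 20 and 0.1% BSA; Also added: fluorescein-tagged arrestin peptide at 50 nM final; Timing: 12 min plus 1 h, RT; Measured by: flow cytometry, FL1 (488/535 nm); Evaluation: percent drop in bead-associated FITC signal.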
Keap1 Nrf2 FP: Keap1-Nrf2 protein-protein interaction inhibitors, primary screen, biochemical, fluorescence polarization, single point | hit rate 0.15% among 340,000 | AID 504523, 2011 | Kelch-like ECH-associated protein 1 (Homo sapiens), Q14145 | inhibition, % at 9.4 µM | Keap1 Kelch-Nrf2 peptide fluorescence polarization, 1536-well; in the data active means inhibition above about 12%;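 further: human Keap1 Kelch domain with fluorescein labeled Nrf2 9mer peptide probe; 0% = neutral control wells and 100% = peptide positive control; higher means more block of Keap1 binding to Nrf2 peptide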
C-LANA FP: inhibitors of KSHV C-LANA binding to DNA, primary screen, biochemical, fluorescence polarization, FAM-LBS DNA, MBP-C-LANA, single point; Kaposi's sarcoma herpesvirus LANA C-terminal domain (residues 932-1162) DNA binding; AID 504423, 2011; inhibition, % at 9 µM; hit rate 0.078% among 340,000;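 active means highest replicate inhibition at or above 60% at 9 µM, even if other replicates fall short; inactive means all replicates below 60% inhibition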;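 further: 0% = neutral control wells and 100% = 4 µM acridine orange control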
RTF Ca sens inh: cardiac RTF calcium sensitivity inhibitors, primary screen, biochemical, IANBD-TnC fluorescence, EC70 calcium; Troponin I, cardiac muscle (Homo sapiens) + Troponin T, cardiac muscle (Homo sapiens) + …; IANBD-labeled cardiac RTF, Ca2+ fluorescence; inhibition, % at 7.15 µM; hit rate 0.12% among 340,000; AID 493244, 2011;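 active means inhibition above the mean inhibition of all tested compounds plus 3 SD, cut at about 17% in these data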;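 further: assay run at fixed EC70 calcium of 1.6 mM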
V-ATPase pHluor: regulators of yeast V-ATPase proton pumping, primary screen, pHLuorin cytosolic pH fluorescence | S. cerevisiae | response, % at 10 µM | hit rate 0.37% among 350,000 | AID 504577, 2011; in the data active means response mostly above about 7.3%, no sharp cut-off; inactive means mostly below about 5.4%; further: actives read high; inactives centre near 0; some compounds called inactive have numbers as strong as hits
NSD2 inh: NSD2 histone methyltransferase inhibitors, primary screen, biochemical, AlphaScreen, single concentration, set 2; Histone-lysine N-methyltransferase NSD2 (Homo sapiens), O96028; NSD2 peptide methylation, 120 min; AID 743445, 2014; inhibition, % at 12.5 µM; hit rate 0.54% among 310,000; in the data active means inhibition above about 50%
CAL PDZ FP-2: untagged CAL PDZ binding inhibitors, primary screen, biochemical, fluorescence polarization, HTS | Golgi-associated PDZ and coiled-coil motif-containing protein (Homo sapiens), Q9HD26 | purified CAL PDZ, TMR-peptide fluorescence polarization, 1 h | inhibition, % at 24.9 µM | hit rate 0.92% among 300,000 | AID 602252, 2012;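 active means mean inhibition of at least 30% with at least half of replicates also reaching 30%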;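 further: 0% = DMSO neutral control and 100% = excess unlabeled competitor peptide PRC23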
An asterisk follows results filed as active; nt = not tested or not shown.

The line under a structure holds: CAL PDZ FP-1	DAGLB inhibitor	Pemphigus Ab inh	Arrestin-AP2 inh	Keap1 Nrf2 FP	C-LANA FP	RTF Ca sens inh	V-ATPase pHluor	NSD2 inh	CAL PDZ FP-2
CCc1ccccc1OCC(=O)Nc1ccc(N2CCCC2)cc1C
    -0.7	1	253	4	-5	-1.2	-12	-8	-1	-4
CC(C)(C)OC(=O)NCCCCCNC(=O)c1nc[nH]c1C(=O)N1CCc2ccccc2C1
    -0.2	1	99	-6	-4	-4.4	5	0	nt	1
O=S1(=O)N=C(N2CCOCC2)c2ccccc21
    -0.3	-5	nt	6	0	0.5	-8	-9	0	0
O=C(CCS(=O)(=O)c1ccccc1)Nc1ccc(Cl)cn1
    -0.8	0	106	11	3	1.6	1	0	-5	0
O=C(NC1CCCCCCC1)c1ccc2c(c1)N(Cc1ccc(F)cc1)C(=O)CS2=O (stereo not given)
    -2.2	0	105	9	-4	-0.7	-3	3	-1	nt
CCOc1ccc(C(=O)Nc2cccc(C(C)=O)c2)cc1[N+](=O)[O-]
    -0.1	-5	92	28	-6	-1.2	-1	-2	11	-1
CCn1c(SCC(=O)NC2CCCC2)nnc1-c1cccnc1
    -2.7	-1	103	15	1	1.6	-5	2	2	-23
COc1nc(-c2ccccc2)cc(-c2ccc3c(c2)OCO3)c1C#N
    -0.9	1	108	-5	5	-0.6	-7	-1	-2	-4
Cc1ccc(CNc2ncnc3[nH]ncc23)cc1
    5.3	-4	90	-4	3	2.6	-7	-2	2	62*
CCN(CC)S(=O)(=O)c1ccc(Cl)c(NC(C)=O)c1
    -0.1	-1	104	36	3	1.8	13	-1	1	0
CCOC(=O)C1CCN(C(=O)C2CCCCC2)CC1
    -2.3	-3	101	-5	-1	0.0	4	-5	-3	-2
COc1ccccc1CN1CC(=O)N2CSC[C@H]2C1=O
    -0.2	-6	118	12	-6	-0.5	-3	5	-5	-2
CN1CCN(S(=O)(=O)c2ccc(Oc3ccc(F)c(Cl)c3)nc2)CC1
    -2.7	-5	94	0	1	-1.8	-4	-1	0	-2
O=[N+]([O-])c1ccc(Cc2ccccn2)c([N+](=O)[O-])c1
    0.0	-1	nt	-11	-4	-2.5	4	2	-1	-3
O=C(NCc1ccc(Cl)cc1)C1CCN(S(=O)(=O)c2ccc(N3CCCC3=O)cc2)CC1
    0.0	0	103	17	-2	-0.3	-15	4	-1	nt
COc1ccc(Nc2cc(C)c3ccccc3n2)cc1
    1.0	-1	96	-1	-3	-1.9	0	2	-2	3
COc1ccc(OC)c(S(=O)(=O)Nc2ccc(Oc3ccccc3)cc2)c1
    -1.7	-1	98	23	4	-2.0	-9	13*	-2	1
O=C1CC(N2CCC(c3nc4ccccc4[nH]3)CC2)C(=O)N1c1cccc(F)c1 (stereo not given)
    0.1	0	106	9	-8	1.0	-13	5.8*	0	-4
O=C(c1cc(-c2ccccc2)nn1CC1CC(c2cccnc2)=NO1)N1CCOCC1 (stereo not given)
    -1.0	4	101	1	-10	1.4	-5	0	nt	3
CCOc1ccc(OCCC(=O)N(CCOC)c2c(N)n(Cc3ccccc3)c(=O)[nH]c2=O)cc1
    -0.5	6	99	-2	0	0.2	-5	-1	3	nt
Cc1cc(C)nc(SCC(=O)Oc2ccc3oc(=O)cc(C)c3c2)n1
    -0.9	-4	101	-11	-58	-0.6	3	1	1	-1
Cn1c(=O)n(CC(=O)N2CCOCC2)c2ccccc21
    0.2	1	99	-6	-6	-0.6	8	4	1	1
CC(C)C[C@@H](CSc1ccccc1)N1CCN(CCc2ccccc2)CCC1=O
    -2.3	-10	100	24	-3	-1.3	-8	-1	nt	-3
COc1ccc(CNC(=O)Nc2cccs2)cc1OC
    -0.7	-4	98	3	1	-0.7	-13	-6	-5	-8
Nc1ccccc1C(=O)N/N=C1/C2CN3CCN(C2)CC1(Cc1ccccc1)C3
    -3.1	-2	95	-7	5	-1.2	-2	1	1	0
CN1CCC(=NNC(=O)C(=O)Nc2ccc(F)cc2)CC1
    -1.0	1	100	4	0	-1.5	-1	1	-1	0
CCOC(=O)C1=C(C)OC(N)=C(C#N)C1c1ccc(OC)c(CSc2ccccn2)c1 (stereo not given)
    -1.7	3	110	1	-7	0.4	-12	5	4	-3
COC(=O)c1ccccc1NC(=O)c1cn(-c2ccc(C)c(C)c2)c(=O)c2ccccc12
    -0.1	1	102	15	2	-1.0	-6	3	-2	0
Cc1ccc(-c2nc(SCC(=O)Nc3cc(S(=O)(=O)N4CCCCC4)ccc3Cl)n[nH]2)cc1
    -1.6	-1	98	5	-6	-0.2	0	1	nt	0
CCCC1(C(=O)OCC)NC(c2cc(OC)c(OC)c(OC)c2)C2C(=O)N(CC)C(=O)C21 (stereo not given)
    0.4	-6	nt	-1	1	0.1	-8	-1	-4	2
Cc1ccc(NCc2cccnc2)c(Br)c1
    -3.1	-2	83	11	0	-0.1	-1	-1	-2	-5
C/C=C/C=C/C(=O)[C@@H]1[C@@H]([C@]2(C)OC(=O)C(C)=C2O)[C@H]2/C(=C(O)/C=C/C=C/C)C(=O)[C@]1(C)C(=O)C2(C)O (stereo not given in full)
    0.4	0	nt	2	-2	36	1	-2	nt	1
Cc1cccn2c(=O)c3cc(C(=O)NC4CCCCC4)c(=N)n(CCN4CCOCC4)c3nc12
    -2.8	1	95	42	1	0.5	2	1	6	-1
COc1ccc(CC(=O)Nc2c3c(nn2-c2cccc(C)c2C)CS(=O)C3)cc1 (stereo not given)
    -2.1	2	107	16	-1	0.7	-3	1	-6	-3
CCCCOc1cccc(C(=O)Nc2ccccc2N2CCCC2)c1
    -0.2	-20	102	5	0	-2.9	0	3	-1	-4
CCn1nc(C(=O)OCC(=O)NCC(C)C)c2ccccc2c1=O
    -1.3	1	101	-19	0	0.7	-22	-2	-1	4
CCOC(=O)c1c(C)nn(-c2ccc(NC(=O)c3cccs3)cc2)c1C
    -2.4	-4	nt	-12	-3	-0.4	-9	-6	nt	-5
O=C(Oc1ccccc1)c1cccnc1Oc1ccccc1
    1.3	-1	nt	6	-7	2.7	-6	6	0	4
O=C(CSc1nnc(CNC(=O)c2ccco2)o1)Nc1ccc(F)cc1F
    -0.6	-1	113	-5	-6	0.4	-10	3	-3	-1
Cc1nnc(C)n1/N=C/c1ccc2c(c1)OCCO2
    nt	-1	104	18	6	-0.6	-10	nt	-1	-6
CCOc1ccc(C(C)=O)cc1N1C(=O)C2C(C1=O)C1C=CC2C12CC2 (stereo not given)
    -1.6	-1	105	2	1	-0.8	0	-5	-1	-5
CCOc1ccccc1CNC(=O)c1cn(C)c(=O)c2c1c1ccccc1n2C
    -1.4	-4	102	-2	1	-0.9	-8	-2	-5	1
CCCCOc1cccc(OCCCC)c1C(=O)Nc1cc(C)on1
    nt	-8	101	-5	-1	0.3	3	1	-4	-2
CN(C)c1ccnc2sc3c(NCC(O)CO)ncnc3c12 (stereo not given)
    -0.7	2	96	0	-10	-0.6	-12	-3	28	-11
CC(OC(=O)c1cnc2ccccc2n1)c1ccccc1Cl (stereo not given)
    -2.0	-5	109	13	2	-0.7	-5	0	3	-4
Cc1ccc(S(=O)(=O)C(CCC(=O)c2ccc(Cl)cc2)C(N)=O)cc1 (stereo not given)
    -0.8	-4	95	0	1	-1.0	2	3	1	-2
CCOC(=O)CSc1nnc(CNC(=O)c2cc(OC)c(OC)c(OC)c2)n1C
    nt	-1	103	6	-1	1.0	-1	1	-2	-2
CCN(CC)c1cc(C(F)(F)F)nc(-c2ccccn2)n1
    -0.9	1	101	-2	-2	-1.1	-2	-1	-1	3
CC(=O)N1CCN(S(=O)(=O)c2cccc(C(=O)Nc3nc4c(s3)CCCC4)c2)CC1
    -0.3	2	107	-2	-4	2.0	-9	5	7	-10
CCN1C(=O)N(CC)C2NC(=S)NC21 (stereo not given)
    0.3	0	nt	-3	-1	-1.9	1	-2	-2	0
CN1/C(=C\C(=O)CSc2cccc[n+]2[O-])C(C)(C)c2ccccc21
    -1.2	4	102	-19	-1	1.6	-1	-1	2	-5
Cc1cc(C)nc(N/N=C/C2=C(N3CCOCC3)C(=C\c3ccc(Cl)cc3)/CC2)n1
    -0.7	-1	97	12	-3	-6.6	-2	1	3	2
CSC1=NCCN1S(=O)(=O)c1ccc(NC(C)=O)cc1
    -0.6	0	91	0	-1	1.1	-19	1	-2	-13
Cc1ccc(OCC(=O)OCC(=O)N2c3ccccc3CC2C)cc1C (stereo not given)
    -1.1	-3	nt	-2	0	0.1	-4	-2	-4	-1
O=C(N/N=C/c1ccccn1)c1cc(-c2ccc(Cl)cc2)nc2ccccc12
    -17	1	87	-1	-4	-0.4	3	-1	-1	-5
CC(=O)c1ccc(OCC(=O)NCC2(N3CCCCC3)CCCCC2)cc1
    -2.3	1	101	-12	-2	-1.5	-13	0	-3	-3
CS(=O)(=O)c1ccc2nc(NC(=O)CCNC(=O)c3ccc([N+](=O)[O-])cc3)sc2c1
    -0.7	2	98	-11	2	0.3	-6	-1	0	-1
O=C(Nc1cccc(-n2cnnn2)c1)C1CCCN(C(=O)Cc2cccc(Cl)c2)C1 (stereo not given)
    nt	-5	103	nt	nt	nt	nt	0	0	nt
COc1ccc(C(=O)/C=C/c2ccsc2)cc1CSCC(=O)O
    -3.4	1	99	-19	-6	2.5	1	0	18	-7
COc1ccc(NS(=O)(=O)c2ccc(C(=O)N3CCN(c4ccc(F)cc4)CC3)cc2)cc1
    -1.8	2	109	5	-6	-4.7	-7	2	4	-5

A portion of the library; rates above refer to the full screens.
